PolyA inhibitor: inhibitors of polyadenylation in S. cerevisiae. S. cerevisiae SKY197-pL101 polyadenylation reporter, beta-gal luminescence; efflux-impaired pdr1/pdr3 knockout yeast; score 100 = 6 SD above DMSO. calls only at 12 µM. 0.02% of 300,000 active. AID 1875;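 active = lowest replicate activity score at least 50, where 100 means six control SD above control mean; inconclusive = lowest score under 50 but half or more replicates reach 50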;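 also: yeast exposed to compound for 9 h at 30 °C; higher score means more reporter readthrough which indicates perturbed polyadenylation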
HSP90 inh: HSP90 refolding inhibition in rabbit reticulocyte lysate | inhibition, % at 5.6 µM | 0.91% of 290,000 active | AID 1789 | luciferase refolding luminescence, 3 h;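 active = inhibition above the screen-wide mean plus 3 SD, computed separately per campaign, cut at about 16% in these data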;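 also: 0% = DMSO wells and 100% = 60 µM geldanamycin wells; inhibitors lower the luminescence because luciferase stays unfolded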
GSK3beta inhib: blocks human GSK3beta kinase activity | P49841 | GST-GSK3beta kinase, ADP-Glo luminescence, 60 min; hits give low values | activity score (negative = inhibition), % at 10 µM | 0.038% of 300,000 active | AID 2097;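 active = more than half of replicate wells score below -50%, meaning over 50% inhibition versus plate controls; inconclusive = some replicates but at most half score below -50%; inactive = no replicate scores below -50%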;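 also: 0% = median DMSO wells and -100% = median GW8510 positive control wells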
Target sequence (P49841 whole entry, looked up): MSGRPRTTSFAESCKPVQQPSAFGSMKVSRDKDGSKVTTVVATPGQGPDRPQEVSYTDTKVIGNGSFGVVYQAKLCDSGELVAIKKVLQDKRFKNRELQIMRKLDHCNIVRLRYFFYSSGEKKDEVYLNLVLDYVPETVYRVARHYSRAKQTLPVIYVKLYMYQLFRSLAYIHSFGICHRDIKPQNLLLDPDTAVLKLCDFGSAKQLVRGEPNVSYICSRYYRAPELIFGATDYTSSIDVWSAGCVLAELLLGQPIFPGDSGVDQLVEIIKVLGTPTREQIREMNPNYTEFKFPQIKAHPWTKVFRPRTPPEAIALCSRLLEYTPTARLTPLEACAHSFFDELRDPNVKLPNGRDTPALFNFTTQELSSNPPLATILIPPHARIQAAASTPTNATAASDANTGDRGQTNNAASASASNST
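Test system: GST-fused GSK3beta enzyme, cell-free | Quantity: 1.6 ng GST-GSK3beta enzyme per well | Reagent: 25 µM ATP with peptide substrate | Schedule: 60 min enzyme reaction, room temperature | Signal: Luminescent ADP-Glo measurement of ADP formed | Read-out basis: Score relative to plate controls | Control set: DMSO and 20 µM GW8510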
HDAC3 inh: human HDAC3 inhibition. O15379. recombinant HDAC3, fluorogenic peptide/trypsin coupled, fluorescence. inhibition, % at 8.3 µM. 0.15% of 320,000 active. AID 2718; in the data active = inhibition above about 26%, passing the limit was not always enough; inconclusive = no clear call, values can overlap the other calls
Target sequence (O15379 whole entry, looked up): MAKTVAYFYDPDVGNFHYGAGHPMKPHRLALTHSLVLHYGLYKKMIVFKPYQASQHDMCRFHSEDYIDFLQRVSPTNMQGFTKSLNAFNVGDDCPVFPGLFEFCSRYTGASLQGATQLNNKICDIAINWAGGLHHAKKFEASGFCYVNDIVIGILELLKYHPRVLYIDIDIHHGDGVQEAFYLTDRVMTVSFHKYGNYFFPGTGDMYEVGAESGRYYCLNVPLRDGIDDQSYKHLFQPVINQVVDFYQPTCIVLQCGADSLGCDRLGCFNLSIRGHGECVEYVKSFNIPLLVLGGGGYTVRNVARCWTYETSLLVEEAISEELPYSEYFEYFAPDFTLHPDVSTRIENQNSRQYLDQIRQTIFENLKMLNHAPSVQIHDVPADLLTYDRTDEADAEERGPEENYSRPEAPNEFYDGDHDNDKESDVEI
GSK3 alpha inh: blocks human GSK-3 alpha kinase; P49840; ADP-Glo luminescence, 60 min; inhibition, % at 10 µM; 0.1% of 320,000 active; AID 2650;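 in the data active = inhibition above about 50%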;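 also: GST-tagged GSK-3 alpha with peptide substrate and 25 µM ATP; 0% = DMSO neutral wells and 100% = GW8510 positive control wells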
HSF1 inh: HSF1 inhibition; activity change, negative = inhibition, % at 7.5 µM (by protocol); 0.77% of 300,000 active; AID 2098; NIH3T3-HGL HSE-luciferase, MG132-induced, luminescence 8 h; hits give low values;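 active = more than half of replicate wells show activity change below -50%, luminescence cut by over half; inconclusive = some wells, but at most half, below -50%; inactive = no replicate well below -50%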;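 also: luciferase reports HSF-1 transcriptional activity via heat shock element; 0% = median of DMSO wells and -100% = zero luminescence signal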
AI-2 QS modul: Vibrio harveyi AI-2 quorum sensing modulation. Vibrio harveyi JMH597 AI-2 luminescence/OD600 ratio, 9 h; hits give low values; strain lacks LuxN and CqsS sensors; 0 = neutral-control median. activity change, % at 7.5 µM. 0.4% of 300,000 active. AID 2094; in the data active = activity change below about -75%, passing the limit was not always enough; inconclusive = no clear call, values can overlap the other calls;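 also: luminescence divided by OD600 gain over 9 h not by final OD600 alone; inactives centre near 13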
Platelet DG rel: platelet dense granule release activity. inhibition, %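 (compounds screened at 7.5 µM in platelet-rich plasma)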. human platelet-rich plasma, SFLLRN dense granule ATP release, luminescence. 0.22% of 300,000 active;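 active = mean replicate score, as percent of positive control, at or above 50; inconclusive = mean below 50 but at least one replicate at or above 50; inactive = mean and every replicate below 50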
HSF-1 act: increases HSF-1 driven luciferase reporter signal | NIH3T3-HGL HSF-1 luciferase reporter, MG132, 8 h; 100% = twice DMSO control signal | activation, % at 9 µM | 1.7% of 300,000 active | AID 504408;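 active = mean replicate activation of at least 50% with a set share of replicates each reaching 50%; inconclusive = only one of those two conditions met; inactive = mean below 50% and too few replicates reaching it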;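 also: 0% = median of the neutral control wells and 100% = twice that signal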
DYRK1A inh: Dyrk1A (rat) kinase inhibition; 0.43% of 310,000 active; ADP-Glo luminescence, NFATc1 peptide; Q63470; inhibition, % at 12.5 µM; AID 504441; in the data active = inhibition above about 50%;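 also: plate controls were vehicle with enzyme for no effect and no enzyme for full effect; many of its hits are not listed in these tables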
The depositor's hits bear a star; i = inactive; ? = inconclusive; . = no result given; & = joins results of further samples. Not all compounds are listed; count on the stated rates, not on these rows.

SMILES	PolyA inhibitor	HSP90 inh	GSK3beta inhib	HDAC3 inh	GSK3 alpha inh	HSF1 inh	AI-2 QS modul	Platelet DG rel	HSF-1 act	DYRK1A inh
COc1cc(/C=C/C(=O)O)cc(S(=O)(=O)Nc2cc(Cl)c(Cl)cc2Cl)c1OC	i	-4	11	5	-8	10	17	-4	5	-3
CC(NC(=O)c1ccco1)c1cccc2ccccc12 (stereo not given)	i	0	1	-2	-4	-3	0	-5	10	4
CN(C)c1ccc(CNc2nc(-c3ccccc3)nn2S(C)(=O)=O)cc1	i	5	-2	2	0	13	3	3	-2	-2
CC(C)c1ccc(NC(=O)c2cc(S(=O)(=O)N3CCCCC3)c[nH]2)cc1	i	6	1	0	-2	4	13	15	11	-3
Cc1c(-n2cccc2C=O)cccc1[N+](=O)[O-]	i	-2	4	4	1	-5	-1	0	-14	.
COC(=O)CC1COc2ccccc2N1C(=O)c1cc(OC)c(OC)c(OC)c1 (stereo not given)	i	5	-1	1	7	-9	4	-1	4	-1
CN(c1ccccc1C(=O)NCc1ccccc1Cl)S(=O)(=O)c1ccccc1	i	3	-2	2	-1	6	-12	-6	2	-4
O=C(COC(=O)c1cc(=O)[nH]c2ccccc12)Nc1nc(-c2cccc(Br)c2)cs1	i	0	0	4	-2	22	24	4	26	6
COC(=O)c1c(N2C(=O)Nc3ccccc3N2O)sc(C)c1C	i	-2	1	-2	-1	8	3	-7	-2	-3
COC(=O)c1cc(S(=O)(=O)N2CCN(c3ccc(F)cc3)CC2)cn1C	i	-3	0	2	.	-4	23	-2	4	-2
CCOc1ccc(S(=O)(=O)N2CCC(C(=O)N3CCCCCC3)CC2)cc1C	i	-2	-2	-2	-2	-5	22	29	-6	2
O=C(CSc1nnc(Cc2ccc3c(c2)OCO3)n1C1CCCCC1)NC1CCCC1	i	0	1	0	-3	10	14	-3	3	0
CCCN1C(=O)c2ccccc2NC1c1ccc(OC)cc1O (stereo not given)	i	-4	-1	-26	2	2	23	2	26	6
CCCC1Cc2[nH]c(=O)c(C#N)cc2CO1 (stereo not given)	i	3	2	-31	-2	3	26	7	-3	-7
CCCCCC(=O)Nc1ccc(S(=O)(=O)Nc2nccc(C)n2)cc1	i	3	-2	-2	-4	0	8	2	12	-2
O=C(O)/C=C/C(=O)NNc1ncnc2ccccc12	i	-1	-2	3	2	-6	17	3	-15	1
COc1ccc(OC)c(NC(=O)Nc2cccc3ccccc23)c1	i	2	-1	1	-2	-4	20	-3	4	-1
CCCN(CC1CC1)C(=O)CSc1ncnc2sccc12	i	0	0	3	1	4	25	-8	-12	13
C=CCn1c(C)c(C(=O)OCC)c2cc(O)c3ccccc3c21	i	-5	2	-9	-3	13	13	1	22	8
COc1cccc(CSc2nc3cc4c(cc3cc2C)OCCO4)c1	i	6	-3	4	-1	-1	5	2	-11	-4

Structural class, the compounds so far with a COOH group
SMILES	PolyA inhibitor	HSP90 inh	GSK3beta inhib	HDAC3 inh	GSK3 alpha inh	HSF1 inh	AI-2 QS modul	Platelet DG rel	HSF-1 act	DYRK1A inh
COc1cc(/C=C/C(=O)O)cc(S(=O)(=O)Nc2cc(Cl)c(Cl)cc2Cl)c1OC	i	-4	11	5	-8	10	17	-4	5	-3
O=C(O)/C=C/C(=O)NNc1ncnc2ccccc12	i	-1	-2	3	2	-6	17	3	-15	1

Next section:
SMILES	PolyA inhibitor	HSP90 inh	GSK3beta inhib	HDAC3 inh	GSK3 alpha inh	HSF1 inh	AI-2 QS modul	Platelet DG rel	HSF-1 act	DYRK1A inh
NCCCC[C@H](N[C@@H](CCc1ccccc1)C(=O)O)C(=O)N1CCC[C@H]1C(=O)O	i	0	2	2&11	0&-3	-1	7	5	9	-5&0
CCOc1cc(CNC(C)(C)CO)cc(Br)c1OCc1ccc(Cl)cc1Cl	i	5	3	3	-2	1	-7	0	15	8
COc1ccc(C2CC(=O)C(C=NCCN3CCNCC3)=C(O)C2)cc1OC (stereo not given)	i	0	0	.	.	-8	27	0	-12	.
COc1ccc(O)c(CN2CCC(n3nccc3NC(=O)CCOc3ccccc3)CC2)c1	i	-1	-1	-1	-1	-5	6	2	-4	-1
CN(C)C(=O)CN1CCN(Cc2cn(C)nc2-c2ccc3c(c2)OCCO3)CC1	i	0	1	-12	1	-3	21	-4	-1	1
CC(C)N1C(=O)CCC1C(=O)O (stereo not given)	i	0	-1	-2	1	-12	6	-1	-18	-10
N#Cc1ccccc1Sc1ccccc1N	i	2	1	?	-3	-1	2	9	8	7
COC(=O)c1ccccc1-c1ccc(C(c2c(C)[nH][nH]c2=O)c2c(C)[nH][nH]c2=O)o1	i	13	1	2	0	12	30	-2	18	5
CCc1cc2c(-c3ccccc3)cc(=O)oc2cc1OC(=O)c1cccs1	.	0	2	-3	-3	5	31	0	28	-1
COc1ccc(-c2nc(-c3ccncc3)no2)cc1	i	21*	-1	1	-1	27	-3	8	54*	-1
CCCc1ccc2oc(C(=O)N3CCN(C4CCS(=O)(=O)C4)CC3)c(C)c2c1 (stereo not given)	i	-5	.	2	1	-5	24	0	-5	3
CC1CN(C(=O)CCC(=O)N2CCCCC2)c2ccccc2O1 (stereo not given)	i	-5	2	0	-1	3	9	2	-8	-1
COc1ccc(CC(=O)OCN2C(=O)c3ccccc3C2=O)cc1	i	-5	2	2	1	10	11	-6	34	2
COc1ccc(CN(CC(=O)NCC2CCCO2)C(=O)CNS(=O)(=O)c2ccc(C)cc2)cc1 (stereo not given)	i	4	-1	1	2	-7	22	-10	7	-3
COC(=O)c1c(NC(=O)COc2ccc(Cl)cc2)sc2c1CC(C)(C)NC2(C)C	i	6	4	-7	-1	1	11	4	-8	5
CCOC(=O)C1CCCN(Cc2cc(Br)c(OC)cc2OC)C1 (stereo not given)	i	3	4	-5	-5	12	13	0	11	-9
CCCn1c(CCC(=O)O)nc2cc(S(N)(=O)=O)ccc21	i	-3	3	.	.	3	28	-14	-8	-3
CCCCn1c(N)c(N(CC(C)C)C(=O)C2CCCN(C(=O)c3ccc(Cl)cc3)C2)c(=O)[nH]c1=O (stereo not given)	i	.	0	1	1	-2	16	2	-2	4
COc1ccccc1Oc1ccc2c(c1)C(=O)N(c1cccc3ncccc13)C2=O	i	-4	1	.	.	0	37	14	15	-4
CCOc1ccc2nc(NC(=O)c3ccc(OCC4CCCO4)cc3)sc2c1 (stereo not given)	i	-3	3	3	0	15	5	-1	-2	8
Cn1c(CCN2CCOCC2)nc2cc(NC(=O)COc3ccccc3)ccc21	i	2	2	0	1	57	23	4	68*	.
CCOC(=O)Cn1c(=NC(=O)CSC(C)=O)sc2cc(F)ccc21	i	0	1	1	0	0	33	-1	1	-2
COc1ccc(S(=O)(=O)Cc2ccc(C(=O)N3CCN(c4cc(Cl)ccc4C)CC3)o2)cc1	i	2	0	-2	1	3	21	13	-1	3
N#CCCN(Cc1ccccc1)C(=S)Nc1ccccc1	i	-4	-5	-1	-5	12	36	16	6	-5
CC1=Nc2cc(C(=O)O)ccc2Sc2ccc(Br)cc21	.	-2	.	9	4	.	.	.	.	0
COc1ccccc1C(C)NC(=O)Cc1ccc(S(=O)(=O)N2CCOCC2)s1 (stereo not given)	i	.	5	1	1	-4	18	-4	-3	0
O=C(NNC(=O)c1cc(-c2cccc(Br)c2)nc2ccccc12)c1csc(N2CCOCC2)n1	i	.	-2	-3	2	-3	21	-2	10	-3
CCN1CCN(Cc2c(O)ccc3c2O/C(=C\c2ccccc2)C3=O)CC1	i	-2	0	9	.	11	27	-1	5	11
COc1ccccc1NCc1ccc([N+](=O)[O-])s1	i	-3	-1	1	-2	10	14	-5	11	-3
CCC(C(=O)NCc1ccco1)N(C(=O)CNS(=O)(=O)c1ccc(F)cc1)c1ccccc1F (stereo not given)	i	5	-2	2	-6	4	-3	3	8	-7
COc1ccc(NC(=O)CSc2nnc(-c3ccc(C)cc3)n2N)cc1	i	-1	0	1	1	0	17	2	12	0
Cc1nc(N)c(Br)c(C)c1Br	i	2	-1	2	-2	-7	4	-11	12	4
COCCCNC(=O)C1CC(=O)N(c2ccc(C)cc2)C1 (stereo not given)	i	0	2	-6	2	-9	16	-9	12	3
CC(C)(C)/C=N/NC(=O)CNC(=O)c1ccc2c(c1)OCCO2	i	-1	2	8	2	-5	1	-6	-6	5
COc1ccc(CNCC(O)(c2ccccc2)c2ccccc2)cc1	i	1	0	0	-1	11	10	2	20	-3
Cc1cccc(C(=O)NCCN(C)C)c1	i	4	-1	-5	3	-7	7	-13	0	-6
Cn1cc(SCC(=O)NC2CCCCC2)c2ccccc21	i	3	-3	-9	-3	5	22	17	3	-2
O=C(NNC1=NCCC1)c1cccc(Br)c1	i	-1	-3	-10	-1	4	26	-13	3	-9
CC12CN(C(=O)c3ccccc3)C3(C#N)CC1CCC23C (stereo not given)	i	0	0	7	1	4	16	9	-1	-7
Cc1cc(C)nc(SC2=CS(=O)(=O)c3ccccc32)n1	i	4	-1	-2	-1	7	9	16	2	-3
Cc1ccc(C(=O)N/C(=C/c2cccs2)C(=O)NCCc2c[nH]c3ccccc23)cc1	i	1	1	.	-4	-3	25	-9	17	-4
O=C(O)CC1(CC(=O)NCc2csc(-c3cccs3)n2)CCCCC1	i	1	1	-6	-2	2	14	19	11	-2
CCN(CCCNC(=O)Cn1ncc2c([nH]c3ccccc32)c1=O)Cc1ccccc1	i	1	2	-7	-2	-1	6	11	11	-2
Nc1nc(CSc2nnnn2-c2ccccc2)nc(N2CCCc3ccccc32)n1	.	1	.	3	1	.	.	.	.	2
COc1ccc(N2CCN(c3nc4ccccn4c(=O)c3/C=C(\C#N)S(=O)(=O)c3ccccc3)CC2)cc1	i	1	1	-2	-1	1	22	-4	10	-2
COc1ccccc1NCC(=O)N/N=C/c1c(O)ccc2ccccc12	i	-7	2	-9	1	9	31	-6	20	-4
CCOC(=O)Cc1nnc(Nc2ccc(C(=O)NC)cc2)c2ccccc12	i	1	1	0	0	14	.	-1	13	3
COc1ccc(NC(=O)c2cc(-c3ccc(OC)c(OC)c3)nc3ccccc23)c(OC)c1	.	-1	1	7	-1	3	3	-4	0	-8
CCCCC(=O)Nc1cccc(-c2nn3c(C)nnc3s2)c1	i	0	0	8	0	4	9	-11	25	-1
O=C(C1CCC1)N1CCc2cc(S(=O)(=O)NCCCN3CCCCC3)ccc21	i	-3	0	4	8	-1	25	-4	-2	6
CCS(=O)(=O)NCCCCc1ccccc1	i	2	-4	.	2	-7	-10	-1	-10	-5
CCc1ccc(CNC(=O)Cn2nc(-c3ccccc3)ccc2=O)cc1	i	1	-2	3	-3	-1	-52	1	4	9

Screens (PubChem BioAssay)
